# Source: PubChem BioAssay
# aSyn yeast rescue = inhibitors of alpha-synuclein toxicity in yeast. S. cerevisiae alpha-synuclein toxicity rescue, BacTiter-Glo growth, 24 h. Potency, µM (titrated, usually from 46.1 µM), for the others: at the top dose growth rescue (activation), usual class: activators. actives 0.02% (n = 94,000); active means well fitted activation curve with a large enough effect; further: 0% is about no effect
#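 Growth restoration measured by BacTiter-Glo luminescence after 24 hr at 30 deg C; alpha-synuclein yeast, raffinose-pregrown to mid-log, were added at OD600=0.02 in galactose medium onto pinned compounds.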
# An asterisk follows results filed as active; [ ] = remark or other dose. Potency means the concentration at half of the fitted maximal effect. A portion of the library; the hit share may differ from the screen's.
Structure,aSyn yeast rescue
COc1cccc(CNC(=O)CN2C(=O)CSc3c2c(C)nn3-c2ccccc2)c1OC,-0.1%
CCOC(=O)c1c(S(=O)(=O)NCC(=O)NCc2ccccc2Cl)c(C)n(C)c1C,-15.9%
CCOc1ccc(CNC(=O)c2ccc3[nH]c(C)c(C)c3c2)cc1OC,0.5%
Cc1ccc(Nc2c(-c3ccc(N4CCOCC4)cc3)nc3ncccn23)cc1,-6.5%
CCCCN(CC)CCCNC(=O)CS(=O)(=O)Cc1nc(-c2ccc(C)cc2)oc1C,2.5%
Cc1ccc(/C(=N/Nc2ncnc3ccccc23)C(=O)O)cc1,-5.8%
O=C(c1ccccc1)N1CCN(S(=O)(=O)N2CCOCC2)CC1,-10.8%
COc1cc(NC(=O)c2n[nH]c(=O)c3ccccc23)cc(OC)c1,-11.6%
CC(C)OP(=O)(OC(C)C)C(Nc1cccc(C(=O)O)c1)c1ccccc1 (stereo not given),-6.1%
O=C(Nc1ccc(N2CCOCC2)cc1)c1cnccn1,-1.9%
CC(=O)c1ccc(N2CCN(S(=O)(=O)c3ccc4c(c3)CC(C)N4C(=O)C3CCC3)CC2)cc1 (stereo not given),-2.6%
Clc1ccccc1CSc1nc2ccncc2[nH]1,0.2%
CCOC(=O)c1cccc(NC(=O)CCc2c(C)nn(-c3ccc(N4CCCC4)nn3)c2C)c1,2.3%
C/C(=N\Nc1ccc(S(N)(=O)=O)cc1[N+](=O)[O-])c1ccco1,10.2%
N#C/C(=C/c1ccc(O)cc1)c1nc(-c2ccc(-c3ccccc3)cc2)cs1,1.3%
COC(=O)c1c(NC(C)=O)sc2c1CCN(Cc1ccccc1)C2,-6.2%
CCOc1ccc(N(CC)C(=O)c2noc3c2COc2ccc(C)cc2-3)cc1,4.9%
COc1ccccc1NC(=O)C1CCN(C(=O)c2sc3nc[nH]c(=O)c3c2C)CC1,-5.1%
O=C(Nc1nc2c(s1)CCCCCC2)Nc1ccc(F)cc1F,3.4%
CC(C)(Oc1ccc(Cl)cc1)C(=O)Nc1nc2ccc(S(C)(=O)=O)cc2s1,7.9%

# Quoted from the listing.
# Entry for O=C(c1ccccc1)N1CCN(S(=O)(=O)N2CCOCC2)CC1 under aSyn yeast rescue: -10.8%
# Entry for CCOC(=O)c1c(S(=O)(=O)NCC(=O)NCc2ccccc2Cl)c(C)n(C)c1C under aSyn yeast rescue: -15.9%
# Entry for O=C(Nc1ccc(N2CCOCC2)cc1)c1cnccn1 under aSyn yeast rescue: -1.9%
# Entry for CCCCN(CC)CCCNC(=O)CS(=O)(=O)Cc1nc(-c2ccc(C)cc2)oc1C under aSyn yeast rescue: 2.5%
# Entry for C/C(=N\Nc1ccc(S(N)(=O)=O)cc1[N+](=O)[O-])c1ccco1 under aSyn yeast rescue: 10.2%

# The main list resumes, starting 2 compounds before the break.
Structure,aSyn yeast rescue
O=C(Nc1nc2c(s1)CCCCCC2)Nc1ccc(F)cc1F,3.4%
CC(C)(Oc1ccc(Cl)cc1)C(=O)Nc1nc2ccc(S(C)(=O)=O)cc2s1,7.9%
COc1ccc(N2CCN(Cc3nc(-c4ccccc4)no3)CC2)cc1,3.6%
CCCCCC(=O)Nc1ccc(C(=O)CN2C(=O)NC3(CCCCCC3)C2=O)cc1,6.2%
CC(=O)c1ccc(NC(=S)N2CCN(c3cccc(Cl)c3)CC2)cc1,0.3%
c1ccc(N2CCN(Cc3cn4cccnc4n3)CC2)cc1,1.3%
CCS(=O)(=O)N1CCc2cc(C(=O)NCc3ccc(Cl)cc3)ccc21,-8.3%
COc1ccccc1/C=C/c1nc(C#N)c(N2CCCCCC2)o1,-13.3%
Cc1ccc(C2=NS(=O)(=O)N(C)C(C(=O)N3CCOCC3)=C2)cc1,4.7%
CCOc1ccccc1NC(=O)N(Cc1ccc(F)cc1)C1CCN(CC)CC1,-3.6%
COc1ccc(OC)c(NS(=O)(=O)c2ccc3c(c2)C(C)(C)C(=O)N3C)c1,7.4%
CCN(CC)Cc1c(C(=O)N/N=C/c2cccs2)nnn1-c1nonc1N,-2.6%
O=C(N/C(=C/c1cccnc1)C(=O)N1CCOCC1)c1ccccc1Cl,-0.3%
O=C(c1cccc(F)c1)N1CCN(C(=O)c2cc3nc(-c4ccco4)cc(C(F)(F)F)n3n2)CC1,0.3%
Cc1ccccc1CNC(=O)c1ccc(NC(=O)N2CCCCc3ccccc32)cc1,0.4%
O=C(Nc1ccccc1F)C1CCN(S(=O)(=O)c2ccc3c(c2)CCCN3C(=O)C2CCC2)CC1,22.4%
COc1ccc2nc(NC(=O)c3nc(SCc4ccccc4F)ncc3Cl)sc2c1,-3.4%
O=C(Nc1ccc(Cl)c(-c2nc3cc(Cl)ccc3o2)c1)c1cc2ccccc2o1,0.6%
CCCCn1c(N)c(N(CC(C)C)C(=O)C2CCN(S(=O)(=O)c3ccc(Cl)cc3)CC2)c(=O)[nH]c1=O,-13.1%
C#CCOCC1CN(C)C(=O)O1 (stereo not given),-9.5%
CN(C(=O)COC(=O)CCC1CCCCC1)c1c(N)n(Cc2ccccc2)c(=O)[nH]c1=O,7.3%
COc1ccccc1CNS(=O)(=O)c1ccc2c(c1)NC(=O)C(C)C(=O)N2 (stereo not given),-5.9%
Cc1oc2ccc(O)c(CN3CCOCC3)c2c1C(=O)Nc1ccc(C(C)C)cc1,-1.5%
O=C(Nc1ccccc1Cl)Nc1ccnn1C1CCN(C(=O)C2CCOC2)CC1 (stereo not given),2.2%
CCOC(=O)c1ccc(NC(=O)Nc2nc3ccccc3s2)cc1,-4.6%
Cc1ccc(OCCn2c(-c3ccc(Br)cc3)nc3ccccc3c2=O)cc1C,-0.8%
Cc1cccc(NS(=O)(=O)c2ccc3c(c2)CCCN3C(=O)C2CCC2)c1C,8.2%
Cc1ccc(-n2nnc(-c3nsc(NC(=O)c4ccccc4C)n3)c2C)cc1Cl,-10.3%
CCOc1ccc(-c2nnc(SCC(=O)Nc3ccccc3C(F)(F)F)o2)cc1,6.2%
Cc1nnc(N2C(=O)c3oc4ccccc4c(=O)c3C2c2ccc(Cl)cc2)s1 (stereo not given),1.8%
CCCCCC(=O)N1CCN(c2ccc(C(C)=O)cc2F)CC1,5.1%
COc1cccc(N2CCN(C(=O)c3cccn3-c3nnc(N4CCCC4)s3)CC2)c1,-5.6%
CCOC(=O)C1CCN(C(=O)C2CCN(C3=NS(=O)(=O)C(c4ccc(C)c(C)c4)=C3C)CC2)CC1,1.7%
O=C(c1ccc2ccccc2c1O)N1CCCCC1,1.4%
COc1ccc(CNC(=O)Cn2nnc(-c3ccccc3F)n2)cc1,-2.3%
COc1ccccc1C(=O)Nc1nc2nc(C)cc(=O)n2[nH]1,-8.6%
Cc1cc(NS(=O)(=O)c2ccc(NC(=O)COc3ccccc3Br)cc2)no1,-4.7%
CN(C)c1oc(-c2ccc(COc3ccccc3)o2)nc1C#N,0.6%
CC(=O)Nc1ccc(-c2csc(Nc3ccc(S(N)(=O)=O)cc3)n2)cc1,-7.8%
CCOc1ccc(-c2nc(SCC(=O)Nc3ccc(C)c(C)c3)n3[nH]c(=O)cc3n2)cc1,-10.9%
NS(=O)(=O)c1ccc(CNc2nc(-c3cccnc3)nc3ccccc23)cc1,6.9%
Cc1ccc(NC(=O)Cn2c(=O)n(CCC(=O)NCc3ccc4c(c3)OCO4)c(=O)c3sccc32)c(C)c1,2.6%
O=C1C=C(CCc2ccccc2)CCC1,-4.2%
COc1ccc(OCCN2C(=O)c3cccc(N)c3C2=O)cc1,7.7%
CCOC(=O)c1c(C)[nH]c(C)c1S(=O)(=O)NCC(=O)N1CCN(c2ccccc2F)CC1,-2.5%
Cc1ccc(N(CCC#N)C(=O)COC(=O)C2CCN(S(=O)(=O)c3ccc(C)c(C)c3)CC2)cc1,4.9%
CCN(CC)CCCNC(=O)Cn1ncc2c3ccccc3n(Cc3ccccc3)c2c1=O,1.0%
COCCNC(=O)CCC(=O)N1Cc2cccc(OC)c2Oc2ncccc21,-9.8%
Cc1ccc(-n2nc(CO)c(C(=O)NC(C)CCCc3ccccc3)n2)cc1 (stereo not given),1.5%
Cc1ccc(C)c(N2CCN(C(=O)c3ccc(Nc4nc5ccccc5n5nnnc45)cc3)CC2)c1,3.8%
Cc1coc2c(C)c3oc(=O)c(CC(=O)NCCc4ccc(Cl)cc4)c(C)c3cc12,0.2%
COc1ccc(NC(=O)c2ccc(NC(=O)N3CCSc4ncccc43)cc2)cc1,-3.1%
Cc1cccc(NC(=O)c2oc3ccc(S(=O)(=O)N4CCC5(CC4)OCCO5)cc3c2C)c1C,-0.1%
CCOc1ccccc1C(=O)Nc1c(NC)c2ccccc2oc1=O,1.7%
O=C(NCc1ccccc1Cl)c1cc(=O)[nH]c2ccccc12,-8.9%
CC(C)CNc1nnnc2c1sc1nc(N3CCOCC3)c3c(c12)CCCC3,7.0%
CCn1cc(C(C)NC(=O)Nc2ccccc2C(=O)OC)c(C)n1 (stereo not given),10.4%
CCOc1ccc(Oc2ccccc2NC(=O)C2=COCCO2)cc1,7.1%
CCOc1ccccc1NC(=S)N(CCOC)C1CCN(C(C)=O)CC1,-3.4%
CCOc1ccc(-c2cn3c(n2)sc2cc(C(=O)NCCCN4CCCCC4)ccc23)cc1,-8.8%
COc1ccc(N=C2O/C(=C/c3sc(=S)n(CC4CCCO4)c3O)N=C2C#N)cc1 (stereo not given),-8.2%
CCCCNC(=O)C1CCN(S(=O)(=O)c2c(C)noc2/C=C\c2ccc(OC)cc2)CC1,-0.9%

# (list continues)
Structure,aSyn yeast rescue
O=C(Nc1ccc(S(=O)(=O)Nc2ncccn2)cc1)c1ccccc1Cl,4.6%
COc1ccccc1CNC(=O)c1cccc(N2CCCS2(=O)=O)c1,-15.6%
C#CCn1c(C2CC(=O)N(c3ccc(OC)cc3)C2)nc2ccccc21 (stereo not given),-7.6%
Cc1ccc(S(=O)(=O)N2CCN(C(=O)/C=C/c3ccco3)CC2)cc1,-0.5%
Cc1cc(=O)[nH]c(NNC(=O)c2ccc(Cl)cc2)n1,-2.3%
Cc1ccc(Oc2cc([N+](=O)[O-])cc3c2C(=O)Nc2ccccc2O3)cc1,7.0%
COc1ccc(Cl)cc1NC(=O)CSc1nnc(C)n2c1cc1occc12,2.3%
Cc1ccc2c(nc3s/c(=C\c4ccc(-c5ccccc5C(=O)O)o4)c(=O)n32)c1C,5.4%
CN(Cc1cn(C)nc1-c1cccc(Cl)c1)Cc1nccn1C,1.8%
Cc1cccc(C2c3[nH]c4ccccc4c3CCN2C(=O)c2nn(C)c(=O)c3ccccc23)n1 (stereo not given),11.1%
COc1ccc(CC(=O)OCC(=O)c2ccc(OC)cc2)cc1,-4.4%
CCCSC1=NC2(CCN(C(=O)NC3CCCCC3)CC2)N=C1c1ccc(Cl)cc1,7.4%
CCOc1ccc(NC(=O)CCn2cccn2)cc1,-5.0%
Cc1ccc(NC(=O)CSc2nc(N)cc(=O)[nH]2)cc1S(=O)(=O)N1CCOCC1,9.7%
Cc1ccc(CCNS(=O)(=O)c2cc3c(cc2C)NC(=O)CO3)cc1,5.6%
O=C1N/C(=N/O)S/C1=C\c1ccccc1-n1cccn1,2.6%
Cc1cccc(-c2n[nH]nc2C2=CC(=O)CC(C)(C)C2)c1,9.3%
COC(=O)c1c(NC(=O)c2cc(=O)c3cc(C)cc(C)c3o2)sc2c1CCC2,2.5%
Nc1ccccc1SC(CC(=O)c1ccccc1)c1ccc([N+](=O)[O-])cc1 (stereo not given),-0.3%
COc1ccc([C@H]2CC(=O)c3c(O)cc(O)cc3O2)cc1O,3.0%
CC(C)N(Cc1ccccc1)C(=O)c1nc(-c2ccc(Cl)cc2)n2c1CCCCC2,11.2%
O=C(NCCc1ccccn1)c1cncc(Br)c1,-9.3%
Cc1ccc(-c2nnc(Nc3ccc(Br)cc3)c3ccccc23)cc1S(=O)(=O)N1CCN(C)CC1,-3.6%
Cc1ccc(-n2c(SCC(=O)c3c(N)n(C4CC4)c(=O)[nH]c3=O)nnc2N2CCOCC2)cc1,-5.2%
COc1cc2[nH]c(=O)n(CCCCCC(=O)N3CCN(c4cccc(C(F)(F)F)c4)CC3)c(=O)c2cc1OC,-1.2%
O=C(NNC(=O)C1[C@H]2CCCC[C@@H]12)Nc1cccc2ccccc12 (stereo not given in full),2.4%
COc1cnc(-c2ccccn2)nc1Sc1ccc(F)cc1,7.6%
COCCN(CCOC)S(=O)(=O)c1ccc(C(=O)Nc2c(C)n(C)n(-c3ccccc3)c2=O)cc1,0.4%
C[C@@H]1CN([C@H](C)CO)C(=O)CCCn2nncc2CO[C@H]1CN(C)S(=O)(=O)c1ccc(Oc2ccccc2)nc1,7.3%
O=C(OCn1nnc2ccccc2c1=O)c1ccco1,-4.2%
CC(C)Cn1c(-c2ccccc2Cl)nc2ccccc21,-3.4%
CNC(=O)c1c(NC(=O)C(C)C)sc2c1CCC2,4.4%
COc1ccc(CCNC(=O)CCCn2c(=O)c3ccccc3n(Cc3c(C)cc(C)cc3C)c2=O)cc1OC,4.2%
CCOC(=O)c1cc2c(=O)n3ccccc3nc2n(Cc2ccco2)c1=NC(=O)c1cccc(F)c1,4.6%
CC1CCC(NC(=O)c2cccc(S(=O)(=O)N3CCOCC3)c2)CC1 (stereo not given),2.1%
CC(=NNC(=S)N1CCCC1)c1ccccn1,-62.0%[inhibitor]
COc1c(O)ccc(/C=N/NC(=O)c2ccc3c(c2)OCCO3)c1[N+](=O)[O-],-2.1%
COc1ccc(-c2ccc(-c3noc(-c4cc(OC)cc(OC)c4)n3)c(OC)n2)cc1,0.5%
O=C(C1CCCN(S(=O)(=O)c2cccc3cccnc23)C1)N1CCN(c2ccccc2F)CC1 (stereo not given),10.1%
COc1cccc(C(=O)Nc2cccc(-c3ccc(N4CCOCC4)nn3)c2)c1OC,6.5%
C=CCc1c(C)nc2nc(SCC(=O)Nc3ccc(C)c(C)c3)nn2c1C,-0.2%
O=C(NCc1ccc2c(c1)OCO2)Oc1ccccc1,1.7%
